# NCI-60 one-dose screen, 48 h, at 10 µM unless noted. Numbers give growth in % (100 = growth as untreated, 0 = no growth, -100 = all killed).
# UACC-257 = UACC-257 melanoma; 4.4% of 78,000 active; AID 1794764
# SK-MEL-2 = SK-MEL-2 melanoma | 4.7% of 77,000 active
# MALME-3M = MALME-3M melanoma; AID 1794766; 5.8% of 78,000 active
# SK-MEL-28 = SK-MEL-28 melanoma; 4.1% of 81,000 active
# LOX IMVI = LOX IMVI melanoma | 7.4% of 79,000 active
# SK-MEL-5 = SK-MEL-5 melanoma; AID 1794755; 6.4% of 80,000 active
# MDA-MB-435 = MDA-MB-435 melanoma. 7.8% of 82,000 active. AID 1794794
# UACC-62 = UACC-62 melanoma; 5.4% of 81,000 active; AID 1794756
# The depositor's hits bear a star; . = no result given; & = joins results of further samples; [ ] = another dose, or the depositor's remark. Rule for the calls: active = growth percent below 10; inactive = the rest.
SMILES,UACC-257,SK-MEL-2,MALME-3M,SK-MEL-28,LOX IMVI,SK-MEL-5,MDA-MB-435,UACC-62
COC(=O)C(Br)C(O)c1ccc(OC)c(OC)c1 (configuration not stated),99,110,106,107,98,99,106,102
N#Cc1ccc(C(F)(F)F)nc1N1CCC(C(=O)Nc2ccc(C(F)(F)F)cc2)CC1,.,.,83,89,77,.,86,71
NS(=O)(=O)c1ccc(NC(=O)c2ccc(N=Cc3c(O)[nH]c4ccccc34)cc2)cc1,110,111,115,105,107,103,102,100
COc1cc(/C=N\Nc2ccccc2)ccc1OC(=O)c1ccccc1,82,64,89,88,3.9*,75,44,24
CC1(C)OC2C(CO)OC(n3ccc(=O)[nH]c3=O)C2O1 (configuration not stated),76,97,85,108,101,98,101,94
N#C/C(=C\c1ccc(Cl)cc1Cl)C(=O)Nc1ncc(Cc2ccc(Cl)c(Cl)c2)s1,93,89,93,100,34,98,61,35
O=C(O)CNC1=NCCN1,101,107,111,110,103,95,102,94
COc1ccc(S(=O)(=O)NC2C3c4ccccc4C(c4ccccc43)C2O)cc1 (configuration not stated),107,104,96,95,99,98,100,82
COc1ccc(-c2nc(NN)nc(N3CCOCC3)c2C#N)cc1,100,107,101,115,97,100,103,96
Cc1ccc(NC2OC(=O)c3ccccc32)cc1 (configuration not stated),95,106,98,115,91,106,107,100
Cc1cc(C)c2c(-c3nnc(N)s3)cc(=O)oc2c1,107,114,106,104,97,98,94,90
CC(=O)O[C@H]1CO[C@@H]2C(Oc3ccnc(NC4CCN(C(=O)C(C)(C)C)CC4)n3)CO[C@H]12 (some centres not stated),105,110,107,106,99,97,103,97
CCOC(=O)C1=C(C(=O)c2ccccc2)C(c2ccc(O)cc2)NC(=S)N1 (configuration not stated),108,122,99,108,99,99,103,100
c1ccc(-c2cc(-c3nn4c(-c5ccccc5)nnc4s3)c3ccccc3n2)cc1,101,.,94,94,47,94,85,65
O=c1[nH]cc(C(O)Cc2ccccc2)c(=O)[nH]1 (configuration not stated),101,109,110,102,105,107,91,101
COc1ccc(-c2cc(NC(=O)Nc3cccc(C(F)(F)F)c3)no2)cc1,104,110,126,107,101,100,98,98
CCN(CC)CCNC(Cc1ccccc1)c1ccccc1 (configuration not stated),92,85,95,99,95,97,101,94
CS(=O)(=O)c1nccc2ccccc12,104,98,99,109,97,111,121,79
COc1nc(N)nc(-n2c(-c3ccc(Br)cc3)nc3ccccc32)c1NCc1ccc(Br)cc1,87,87,97,114,98,90,98,56
CC(=O)C(=Cc1cccc([N+](=O)[O-])c1)C(C)=O,92,86,94,98,82,102,96,96

# Record cards, as listed above. Order of values: UACC-257	SK-MEL-2	MALME-3M	SK-MEL-28	LOX IMVI	SK-MEL-5	MDA-MB-435	UACC-62
# `CCOC(=O)C1=C(C(=O)c2ccccc2)C(c2ccc(O)cc2)NC(=S)N1` (configuration not stated) as listed: 108	122	99	108	99	99	103	100
# `COc1nc(N)nc(-n2c(-c3ccc(Br)cc3)nc3ccccc32)c1NCc1ccc(Br)cc1` as listed: 87	87	97	114	98	90	98	56
# `O=C(O)CNC1=NCCN1` as listed: 101	107	111	110	103	95	102	94
# `COc1ccc(S(=O)(=O)NC2C3c4ccccc4C(c4ccccc43)C2O)cc1` (configuration not stated) as listed: 107	104	96	95	99	98	100	82

# Remaining list, next part.
SMILES,UACC-257,SK-MEL-2,MALME-3M,SK-MEL-28,LOX IMVI,SK-MEL-5,MDA-MB-435,UACC-62
COc1cc(C)cc(-c2[nH]ncc2-c2cc(NCCN3CCOCC3)nc(-c3cccnc3)n2)c1,104,110,110,95,101,76,94,81
CCN(CC)c1ccc2cc(C(Nc3ccc(C)cc3)c3nnnn3C(C)(C)C)c(=O)oc2c1 (configuration not stated),104,94,105,106,95,83,97,72
CC1(C)CCC(C)(C)c2cc(NC(=O)c3ccc(C(=O)NC#N)cc3)ccc21,96,.,82,111,101,.,107,85
CC1(C)S[C@@H]2[C@H](NC(=O)C(C(=O)O)c3ccccc3)C(=O)N2[C@H]1C(=O)O (some centres not stated),98,111,97,105,97,97,96,101
CC(C)(C)c1ccc2c(c1)CN(Cc1ccc(Cl)cc1)CO2,100,98,117,101,97,91,109,95
Cc1cc(O)ccc1N(C)C,90,.,110,106,103,107,109,103
COc1cc(C(=O)NCC(=O)NNC(C)C)cc(OC)c1OC,107,110,120,118,97,98,102,108
Cc1cc(N2CCN(C)CC2)nc(N(CCNc2ccnc3cc(Cl)ccc23)Cc2ccco2)n1,5.2*,56,-58*,-72*,-5.6*,-82*,-40*,.
CCOC(=O)C1=C(C)NC(C)=C(C(=O)OCC)C1C,130,101,106,109,99,104,98,95
CC(/C=N/Nc1ccc([N+](=O)[O-])cn1)=C\c1ccccc1,115,97,104,110,102,105,111,97
N#Cc1cc(-c2ccc(Cl)cc2)c(N)nc1N1CCOCC1,93,113,120,112,92,96,100,82
COC(=O)c1nc(=S)[nH]c(C(=O)OC)c1C(=O)c1ccccn1,76,25,31,38,10,-26*,33,12
O=C1CC(C(=O)O)C(c2ccccc2)c2ccccc21 (configuration not stated),99&105,105&108,91,105&116,97&109,94&104,98,100&103
CNc1ccccc1C(N)=O,98,103,98,107,.,101,105,94
O=C(O)COc1ccc(-c2ccccc2)cc1,106,110,99,106,110,103,106,106
O=C1C2C3C=CC(C3)C2C(=O)N1CCOS(=O)(=O)OCCN1C(=O)C2C3C=CC(C3)C2C1=O (configuration not stated),101,116,106,102,72,100,108,104
CCc1cccc2c1S/C(=C/c1ccc(Cl)cc1)C2=O,105,105,88,110,94,99,.,89
Cc1cc(C2(c3cc(C)c(O)cc3C)OS(=O)(=O)c3ccccc32)c(C)cc1O,88,111,122,.,105,104,116,91
COc1ccc2c(c1)C(=O)/C(=C/c1cccnc1)CC2,108,98,106,.,88,.,90,.
O=C(CCCCCCCC(=O)N1CCCCC1)N1CCCCC1,89,103,115,102,88,97,105,91
CCOC(=O)C1CC2C=CC1C2 (configuration not stated),102,109,114,121,100,116,107,107
CC(=O)O[C@H]1CCC2=C(CC(F)C[C@@H]3[C@@H]2CC[C@]2(C)C(=O)CC[C@@H]32)C1 (some centres not stated),103,103,88,105,96,99,105,108
O=c1oc2cccnc2n1Cc1cn(-c2ccc(Cl)cc2Cl)nn1,90,78,93,99,105,99,102,98
CC(C)C(NS(=O)(=O)c1ccc(N=NC2CCC(N(C)C)CC2)cc1)C(=O)NCCOCCOCC(=O)NC(CCCCNC(=O)C(CCCCNC(=O)CC(=O)Nc1ccccc1Oc1ncc(C(F)(F)F)cc1Cl)NC(=O)COCCOCCNC(=O)c1ccc(N2CCN(Cc3ccc(Cl)cc3)CC2)c([N+](=O)[O-])c1)C(=O)NCCOCCOCC(=O)NC(CCCCNC(=O)CN1CCN(CC(=O)O)CCN(CC(=O)O)CCN(CC(=O)O)CC1)C(=O)O (configuration not stated),97,96,99,102,96,95,104,96
Cc1[nH]c(=O)[nH]c(=O)c1CO,95,111,96,104,89,98,100,94
O=C(Nc1c(F)cccc1F)c1cc2cc(Nc3nc(-c4ccccc4)nc4ccccc34)ccc2oc1=O,102,83,13,105,40,27,103,88
C/C(=N\NC(=O)CSc1nc2ccccc2c(=O)n1Cc1ccc(S(N)(=O)=O)cc1)c1ccc(F)cc1,107,111,106,117,98,105,104,102
CC(C)CNCCOC(=O)c1ccc(N)cc1,82&93&109,88&104&107,96&102&91,113&108&95,102&100&95,107&99&96,104&100&95,96&93&98
COc1cc(C(=O)O)cc(OC(C)=O)c1OC,62,110,106,105,98,109,103,99
Cc1cc(Br)ccc1N=NC1C(=O)N(c2ccc(Cl)cc2)N(c2ccc(Cl)cc2)C1=O,81,105,93,105,97,73,109,89
Cc1ncc(C#N)c(N)n1,106,106,94,102,100,90,90,100
C=C(C)CCC(C)N1CCC(N2CCC(C(=O)NCCc3ccccc3)CC2)CC1 (configuration not stated),73,99,57,90,63,11,-18*,69
CCOC(=O)C(C#N)C1CC2CCC1C2 (configuration not stated),117,95,.,109,103,106,103,112
CCc1ccc(-c2cn3ccnc3c(-c3ccc4ncn(Cc5ccccc5)c4c3)n2)cc1,103,85,115,81,50,52,49,75
COc1ccc(Cn2cc3c(c2-c2ccccc2)CC(C)(C)c2cnoc2-3)cc1,58,53,.,59,35,13,-17*,55
Cn1c(C#N)ccc1-c1cc(F)cc(C(=O)NC2CCCC2)c1,119,99,106,103,103,107,102,88
COc1ccc(Br)cc1NC(=O)Nc1cccc2c1ccn2Cc1ccnc(N)c1,32,.,42,53,-68*,24,11,29
CC1(C)CC[C@]2(C(=O)O)CC[C@]3(C)C(=CCC4[C@@]5(C)C[C@@H](O)[C@@H]6OC(c7ccccc7[N+](=O)[O-])OC[C@@]6(C)C5CC[C@]43C)C2C1 (some centres not stated),99,84,86,89,40,73,85,79
C/C1=C\CC[C@@]2(C)O[C@@H]2C[C@H]2C(CSc3ccccc3)C(=O)O[C@H]2[C@H](O)[C@@H](C)CCC1 (some centres not stated),83,109,96,.,100,93,91,90
NC(=O)OC[C@H](N)C(=O)O,100[20 µM],106[20 µM],102[20 µM],106[20 µM],100[20 µM],103[20 µM],102[20 µM],97[20 µM]
O=C1NC(c2ccc(Cl)cc2)N=C2C(c3ccccc3)=NOC12 (configuration not stated),98,101,118,117,113,105,113,102
CC(=O)Oc1ccc2c(c1)oc(=O)c1c3ccc(OC(C)=O)cc3oc21,100,118,92,105,109,109,97,102
COc1ccc(C2=NN(C(=O)c3cc(OC)c(OC)c(OC)c3)C(c3ccc(N(C)C)cc3)C2)cc1 (configuration not stated),63,67,84,56,29,5.2*,-30*,16
COC(=O)N/N=C/c1cc(OC)ccc1O,101,109,110,107,107,105,95,97
Clc1ccccc1OCCSc1n[nH]c2nc3ccccc3n12,.,81,113,.,97,77,95,80
CCOC(=O)N1C[C@@H](C)N(C(=S)Nc2ccccc2)C[C@@H]1C,96,99,.,109,.,101,108,91
IC1CC2CC1C1C=CCC21 (configuration not stated),100,104,87,97,99,100,107,.
COc1cc2c(cc1-c1c(C)noc1C)ncc1nc(C3CCCCC3)n([C@@H](C)COC(F)F)c12,28,64,72,46,13,.,28,22
C#C[C@@H]1C[C@H](O)Cc2ccc(Cl)c(C)c2N1,109,.,.,112,94,106,107,101
Nc1ccc(S(=O)(=O)O)c2ccc(N=Nc3ccc(N=Nc4ccc(S(=O)(=O)O)cc4)c4ccccc34)c(O)c12,109,110,98,109,98,.,122,91
O=C(O)C(Cc1ccccc1[N+](=O)[O-])N1C(=O)c2ccccc2C1=O (configuration not stated),108,121,94,109,100,107,115,108
CCSc1nnc(C2=CC(=O)c3ccccc3C2=O)n1-c1ccc(Cl)cc1,102,.,98,111,.,.,106,86
C=Cc1cc2oc3ccccc3c(=O)c2c(O)c1-c1cc(OC)c2c(Cl)c(CCC)n(C)c(=O)c2c1O,101,100,97,103,96,100,103,82
COC(=O)Nc1ccc2ccc3c(NC(=O)OC)ccc4ccc1c2c43 (tested in a mixture with another compound),72,53,69,73,33,37,-22*,41
COc1cccc2cc(N(C)c3nc(C)nc4c3CCC4)ccc12,59,41,57,71,19,-35*,-3.2*,20
CC[C@]12C=CCN3CC[C@@]4(c5ccc(OC)cc5N(C)[C@H]4[C@@](O)(C(=O)OC)[C@@H]1OC(=O)CCC[P+](c1ccccc1)(c1ccccc1)c1ccccc1)[C@@H]32,-27*,-65*,-12*,21,8.8*,-91*,-22*,-59*
O=[N+]([O-])C=C(c1ccccc1)c1ccccc1,84,95,80,90,.,88,24,57
Cc1ccc(S(=O)(=O)NC(=O)NC2C(O)OC(CO)C(O)C2O)cc1 (configuration not stated),102,106,106,104,100,105,102,102
CCOC(=O)NC(C)(C)CC(C)(C)C,102,99,111,109,101,107,106,105
COc1ccc(-c2[nH]ncc2-c2ccncc2)cc1Cl,97,.,107,89,46,100,90,89

# Five neighbouring entries from above, for reference:
SMILES,UACC-257,SK-MEL-2,MALME-3M,SK-MEL-28,LOX IMVI,SK-MEL-5,MDA-MB-435,UACC-62
CC[C@]12C=CCN3CC[C@@]4(c5ccc(OC)cc5N(C)[C@H]4[C@@](O)(C(=O)OC)[C@@H]1OC(=O)CCC[P+](c1ccccc1)(c1ccccc1)c1ccccc1)[C@@H]32,-27*,-65*,-12*,21,8.8*,-91*,-22*,-59*
O=[N+]([O-])C=C(c1ccccc1)c1ccccc1,84,95,80,90,.,88,24,57
Cc1ccc(S(=O)(=O)NC(=O)NC2C(O)OC(CO)C(O)C2O)cc1 (configuration not stated),102,106,106,104,100,105,102,102
CCOC(=O)NC(C)(C)CC(C)(C)C,102,99,111,109,101,107,106,105
COc1ccc(-c2[nH]ncc2-c2ccncc2)cc1Cl,97,.,107,89,46,100,90,89

# Next structures
SMILES,UACC-257,SK-MEL-2,MALME-3M,SK-MEL-28,LOX IMVI,SK-MEL-5,MDA-MB-435,UACC-62
CC1(c2ccc(Cl)cc2)OC(=O)CC(=O)O1,109,.,89,112,106,110,106,102
O=c1ccc2c(ccc3ncccc32)o1,110,112,121,113,102,95,116,112
Cc1ccc(N2C(=O)c3cccc4c(N)c(S(=O)(=O)O)cc(c34)C2=O)cc1,114,82,135,124,95,102,115,97
CCCC(=O)Oc1ccc(C(C)(C)C)cc1C(C)c1ccccc1 (configuration not stated),108,117,93,101,100,97,104,.
c1cn2cc(-c3ccc4c(c3)ncn4C3CCCCC3)nc(-c3ccc4ncn(C5CCCCC5)c4c3)c2n1,85,86,95,100,74,63,93,71
COc1cc(Nc2cc(C)nc(N3CCN(c4ccnc5cc(Cl)ccc45)CC3)n2)cc(OC)c1,49,26,.,45,.,.,-2.9*,-2.2*
